Compound activity deposited in PubChem BioAssay by Fisher Drug Discovery Resource Center.
mcGAS inh: blocks mouse cGAS activity; recombinant cGAS, Kinase-Glo ATP depletion luminescence; inhibition, % at 12.5 µM; 160,000 tested, 0.15% active; AID 1259399;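 further: 0% = negative control wells and 100% = reference inhibitor with no enzyme activity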
NPYLR7 ag: activates Aedes aegypti NPYLR7 receptor | HEK293T NPYLR7/Galpha15, GCaMP6s calcium fluorescence | activation, % at 10 µM | 270,000 tested, 0.15% active; in the data active means activation above about 40%;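 further: 0% = vehicle and 100% = reference agonist at the receptor; some compounds past the cut are filed as inactive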
hcGAS lum: blocks human cGAS activity | Q8N884 | recombinant h-cGAS, ATP depletion, Kinase-Glo luminescence | inhibition, % at 12.5 µM | 290,000 tested, 0.081% active | AID 1259398;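 further: 0% = vehicle reaction and 100% = reaction without DNA for no activity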
Target sequence (Q8N884 whole entry, looked up): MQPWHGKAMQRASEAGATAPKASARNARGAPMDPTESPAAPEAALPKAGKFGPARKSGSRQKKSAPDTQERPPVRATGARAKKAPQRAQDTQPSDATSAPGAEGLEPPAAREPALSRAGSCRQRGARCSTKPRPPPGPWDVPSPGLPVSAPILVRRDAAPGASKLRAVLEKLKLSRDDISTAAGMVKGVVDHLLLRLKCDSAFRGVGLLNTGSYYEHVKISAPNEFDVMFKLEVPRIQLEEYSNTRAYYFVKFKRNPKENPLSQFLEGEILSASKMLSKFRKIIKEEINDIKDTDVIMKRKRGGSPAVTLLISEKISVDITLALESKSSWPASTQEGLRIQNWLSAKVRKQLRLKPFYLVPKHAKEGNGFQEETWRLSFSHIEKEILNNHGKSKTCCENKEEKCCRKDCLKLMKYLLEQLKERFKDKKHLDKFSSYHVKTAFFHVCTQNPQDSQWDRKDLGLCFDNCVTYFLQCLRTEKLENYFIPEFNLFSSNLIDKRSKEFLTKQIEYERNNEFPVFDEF
Numbers without * were called inactive; nt = no result given; & = joins results of further samples. Unless noted, no stated cut-off is given here; in the data, active means inhibition above about 40%; inactive means the rest.

SMILES	mcGAS inh	NPYLR7 ag	hcGAS lum
CCOC(=O)C1=C(C)N(c2ccc(N(C)C)cc2)C(C)=C(C(=O)OCC)C1c1ccccc1Br	-5	-2	-6
COc1ccccc1/C=C/C=C1/N=C(c2ccc(OC)c(OC)c2)OC1=O	nt	1	1
CC(C1CC1)n1nccc1N (centres undefined)	nt	5	-7
Cc1cccc(C(=O)N2N=C(c3cccnc3)CC2(O)C(F)(F)F)c1O (centres undefined)	nt	-1	-5
C=CCN(CC(=O)N1CCc2sccc2C1c1ccc(C(C)(C)C)cc1)C(=O)c1ccc2c(c1)OCO2 (centres undefined)	-3	13	-3
CC(C)(C)N1CSC(=S)N(Cc2ccccc2)C1	nt	24	-8
Cc1ccc2cc(CCNC(=O)C(C)(C)Oc3ccc(Cl)cc3)c(=O)[nH]c2c1C	nt	1	-6
Nc1nc(N)nc(-c2ccc(Br)cc2)n1	-7	5	-2
O=S1(=O)NC(=NCc2ccc(Cl)cc2)c2ccccc21	nt	-8	-5
CN(C)c1ccc(-c2ccnc3c2CC(C)(C(=O)NCc2ccc(F)c(F)c2)O3)cc1 (centres undefined)	-3	-14	-1
Cc1nn(C)c2ncc(C(=O)NCc3ccc(-c4ncc(-c5ccc(F)cc5)[nH]4)cc3)c(Cl)c12	-7	-5	-4
CC(C)(C)CNC(=O)C1(C)CCN1C(=O)Cc1ccc(-c2ccccc2)cc1 (centres undefined)	-1	-3	2
Cc1cc(C)cc(-n2c(C)nc3c(c(=O)c4ccccc4n3C)c2=O)c1	nt	6	-7
Nc1cccc2cnccc12	-2	0	-8
CCOC(=O)c1c(NC(=O)c2ccccc2F)sc(C(=O)Nc2cccc([N+](=O)[O-])c2)c1C	-7	-12	-3
CC(Oc1ccccc1-c1ccnc2c1ccn2C)C(N)=O (centres undefined)	nt	24	3
N#CC(C(=O)CCc1nc2ccccc2[nH]1)C(=O)Nc1ccccn1 (centres undefined)	nt	0	-4
CCCNC(=O)N1CCN(c2ccccc2-c2ccccc2)C(=O)C1C (centres undefined)	-7	17	-6
Clc1ccc2nc(NCc3cccnc3)nc(-c3ccccc3)c2c1	nt	0	-13
O=C(CCc1ccc(=O)[nH]n1)NCc1ccc2[nH]c3c(c2c1)CCCCC3	-14	8	-7
CCCc1noc(C2CCCN(C(=O)N(C)C)C2)n1 (centres undefined)	-6	nt	-11
CCC(C)C(=O)OCC(O)(COC(=O)C(C)C)c1ccc(C)cc1O (centres undefined)	-6	-9	-6
C/C(CC(=O)Nc1ccc(C(C)C)cc1)=N/NC(=O)c1ccc(C(C)(C)C)cc1	nt	3	-3
COC(=O)N/N=C1/CC2CCC1(C)C2(C)C (centres undefined)	-1	nt	-3
O=C(NC[C@@H]1CCNC[C@H]1O)c1ccc[nH]c1=O	-9	1	-4

Next compounds:
SMILES	mcGAS inh	NPYLR7 ag	hcGAS lum
O=C(NCC1CCCN(Cc2ccc3nonc3c2)C1)c1ccc(F)cc1 (centres undefined)	-3&0	14&3	-5&3
Cc1ccc(C(=O)NCCc2nnc3ccc(SCC(=O)Nc4cc(C)cc(C)c4)nn23)cc1	-9	2	-3
O=C(NCC1(c2ccccc2Br)CC1)c1csnn1	nt	1	-9
CC(C)(C)NC(=O)C1CSCN1C(=O)c1cn2cccnc2n1 (centres undefined)	nt	2	-9
CC(C)CNC(=O)C(=O)NCC1CCCO1 (centres undefined)	nt	1	-3
O=C(O)c1cn[nH]c1-c1ccccc1	nt	-5	-12
Cc1cc(-c2nnc(N)o2)nn1C	nt	1	-8
Cc1ccc2oc(-c3cc(NC(=O)c4cccc(F)c4)ccc3Cl)nc2c1	-5	-13	-6
N#Cc1cccc(C(=O)Nc2cccc(Cl)c2N2CCOCC2)c1	nt	-3	3
COCCCN(CC(=O)N(CCc1c[nH]c2ccccc12)Cc1ccccc1)C(=O)Nc1ccc(Cl)cc1Cl	-4	25	-4
CCOC(=O)c1ccc2c(c1)nc(SCc1ccc(Br)cc1F)n2Cc1ccccn1	-5	-4	-3
CCCCCCc1ccc(C(=O)N2CCC(C(=O)NCCNC(=O)c3ccccc3)CC2)cc1	-8	22	-5
CC(=O)Oc1cc2c(c(C)c1OC(C)=O)CC=C1[C@@]2(C)CC[C@@]2(C)C3C[C@](C)(C(=O)O)CC[C@]3(C)CC[C@]12C (some centres undefined)	nt	-6	-2
N#C/C(=C\c1ccc(N2CCCCC2)s1)c1cccc(Cl)c1	nt	28	-2
Cc1[nH]n(-c2ccccc2)c(=O)c1C(C[N+](=O)[O-])c1ccccc1Cl (centres undefined)	nt	2	-4
CCCc1noc(CCCC(=O)Nc2ccc(F)cc2NC(C)C)n1	-12	9	-3
Cc1cc(C(=O)N(Cc2ccccn2)c2nc3c(F)cc(F)cc3s2)n(C)n1	nt	3	-5
Cc1nn(-c2ccc(F)cc2)c(C)c1C(=O)N1[C@@H]2CC[C@H]1CNC(=O)C2	-18	4	-4
COc1ccc2[nH]c(=O)c(CN(C)Cc3noc(C(C)C)n3)cc2c1	-15	3	-5
CC1CN(c2cc(Cl)nc(SCC(=O)N3CCN(c4ccc([N+](=O)[O-])cc4)CC3)n2)CCN1C(=O)C1CCCCC1 (centres undefined)	-5	21	-1
CC(C)SC(NC(=O)OCc1ccccc1)C(=O)NCc1ccccn1 (centres undefined)	-3	-15	-1
O=C(c1cc2n(n1)CCN(C(=O)c1ccc(CO)o1)C2)N1CCCC1	-18	26	-6
Cc1c(C(=O)NCCN2CCCC2)cc(-c2ccc(Cl)cc2)n1-c1ccccc1	0	-3	1
O=C(Nc1cccc(-c2ccc(F)cc2)c1)C1CCCN(C(=O)CN2CCCC2=O)C1 (centres undefined)	-10	0	2&-9
COCCn1c(C)cn2c3c(=O)n(CC(C)=O)c(=O)n(C)c3nc12	nt	-6	-8

Other entries follow.
SMILES	mcGAS inh	NPYLR7 ag	hcGAS lum
COc1ccc(C(=O)CCC(=O)N2[C@H]3CCNC[C@@H]2CC3)cc1	-13	nt	-1
CCC(=O)C1=C(c2ccc([N+](=O)[O-])cc2)N(C(=O)CC)n2c(C)nnc2S1	nt	3	-6
CCn1c(=O)n(Cc2ccc(F)cc2Cl)c2cc(S(=O)(=O)N(C)C)ccc21	nt	-3	-6
CCC1CN(Cc2nnc(-c3ccco3)o2)CCC(=O)N1Cc1ccccc1 (centres undefined)	nt	4	-4
COc1nn(C)cc1C(=O)NC1CCCCC1C (centres undefined)	nt	1	-3
O=C(CC1C(=O)NCCN1CC(c1ccccc1)c1ccccc1)NCCCn1cccn1 (centres undefined)	nt	10	-1
CC(C)c1nnc(CNc2cc(F)ccc2F)o1	nt	8	-7
OC(c1ccc(F)c(F)c1)c1nc(-c2ccoc2)cs1 (centres undefined)	nt	9	-7
Cc1ccccc1NC(=O)Cn1nc(C2CC2)c2cnn(-c3ccccc3)c2c1=O	nt	7	-5
Cc1ccc(C(C)(C)C(=O)Nc2ccc(N3C(=O)CCC3=O)c(C)c2)cc1	-17	1	-6
Cc1nccc(CNC(=O)Nc2ccc(OC(C)C)c(C)c2)n1	nt	2	-5
O=c1nc(Nc2ccccc2)ccn1-c1nc(-c2ccccc2)oc1-c1ccccc1	-10	-2	-5
COc1ccc(C(C)(NC(C)=O)c2nc(-c3cncnc3)cs2)cc1 (centres undefined)	nt	6	-13
COc1ccc(-c2cc(C(=O)NC(Cc3ccccc3)c3ccccc3)n(-c3cccc([N+](=O)[O-])c3)n2)cc1 (centres undefined)	-3	nt	-2
Cc1nn(S(=O)(=O)c2ccc(Br)cc2)c(C)c1S(=O)(=O)N1CCCC(C)C1 (centres undefined)	nt	4	-10
CCc1nc2c(OCc3ccc(Cl)cc3)cccn2c1N(C)C(=O)c1cccs1	-3	12	-4
O=C(COc1ccc([N+](=O)[O-])cc1)Nc1ccc(S(=O)(=O)N2CCOCC2)cc1	-2	-1	-1
CN(C)CCN(Cc1c(-c2ccccc2)noc1N1CCc2ccccc2C1)C(=O)c1cccs1	-4	11	-2
CN(C)CCCN1C(=O)C(=O)C(=C(O)c2ccc(Cl)cc2)C1c1ccccc1F (centres undefined)	-7	0	-7
C/C=C/C(=O)Nc1cccc(-c2cccc(-c3ccc4c(c3)OCCO4)n2)c1	-6	-3	-2
O[C@H]1CN(c2nccc(CCC(F)(F)F)n2)C[C@@H]1N1CCOCC1	nt	16	-9
COC(=O)CC1C(=O)NCCN1CC(=O)N1C(C)CCCC1C (centres undefined)	nt	-1	-1
COc1cccc(-c2nc3ccccn3c2NC(=O)CC(C)CC(C)(C)C)c1 (centres undefined)	-7	-15	-9
Cc1cc(C)nc(NS(=O)(=O)c2ccc(NC(=O)c3ccc(F)cc3)cc2)n1	-6	4	0
Cc1cc(C)nc(Nc2n[nH]c(COc3ccccc3)n2)n1	nt	0	1

New compounds follow.
SMILES	mcGAS inh	NPYLR7 ag	hcGAS lum
COc1cc(C)c(CNC2CCCC2(C)CO)cc1OC (centres undefined)	nt	1	5
Cc1ccn2c(=O)c(NC(=O)C(c3ccccc3)c3ccccc3)c(C)nc2c1	nt	3	-11
CC(On1nnc2ccc(Cl)cc21)C(=O)NC(=O)NC1CCCCC1 (centres undefined)	nt	2&1	-6&-4
CCOc1cccc(-c2cc(C(=O)N3CCN(Cc4ccccc4)CC3)c3ccccc3n2)c1	2	1	-1
CCCC(=O)C1CCN(CC(O)CO)CC1 (centres undefined)	-7	nt	-13
CC(C(=O)O)N1C(=O)/C(=C\c2cccc(O)c2)SC1=S (centres undefined)	-5	-5	-1
CC(C)CNC(=O)Cn1cnc2sc3c(c2c1=O)CCC3	nt	-7	8
O=C(CCS(=O)(=O)C1CCCC1)N1CCC(O)(C(F)(F)F)C1 (centres undefined)	nt	11	-2
Cc1ccc(-n2ncc3c(=O)[nH]c(-n4nc(C)cc4NC(=O)Cc4ccccc4)nc32)cc1	-5	nt	-2
CCCC1=NN(C(C)=O)C(C(=O)N2CCN(CCN(C)C)CC2)O1 (centres undefined)	nt	0	0
O=C(CNCC1(c2ccc(F)cc2)CCOC1)Nc1cnccn1 (centres undefined)	nt	13	-8
Cc1csc2ncc(C(=O)N(C)c3ccccc3)c(=O)n12	-7	7	-9
CN(C)c1ccc(C2CC(c3ccc4ccccc4c3)=NN2C(=O)c2ccccc2)cc1 (centres undefined)	-4	11	-3
Cc1nc(CN(C)Cc2c(-c3ccccc3)nc3ccccn23)no1	nt	4	-7
CCOC(=O)c1cc(C(C)(C)C)n(C2CCN(C(=O)CCc3ccco3)CC2)n1	0	2	5
CCONC(=O)C1CCCOC1c1ccccc1 (centres undefined)	nt	3	-18
CC1N=NC(=NNC(=O)C2(c3ccc(Br)cc3)CC2)NC1=O (centres undefined)	nt	-1	-6
CCc1nc2c(OCC(=O)N(C)C)cccn2c1N(C=O)Cc1ccc(OC)cc1	-3	3	-3
O=S(=O)(c1cccs1)N(Cc1cccs1)c1ccc2c(c1)OCCO2	-2	3	-4
CCCNC(=O)N(CCN1CCOCC1)Cc1nccn1Cc1c(C)cc(C)cc1C	-4	3	-5
Cc1nc2n(n1)C(=O)C(C(c1ccc(F)cc1)N1CCc3ccccc3C1)S2 (centres undefined)	nt	-3	-12
COc1ccc(-c2nnc(SCC(=O)NCC(C)C)o2)c(OC)c1	nt	-1	-3
O=C(Cc1nc(-c2cncc(Br)c2)n[nH]1)NCCc1ccccc1	nt	0	2
Cc1cc(C(=O)NN=C2CC(=O)CC(C)(C)C2)c(C)o1	nt	-5	-8
CCOc1cccc2c1OC1(CCN(C(C)=O)CC1)N1N=C(c3ccc(C)c(C)c3)CC21 (centres undefined)	nt	10	-8

6 entries already listed, ordered by count of non-hydrogen atoms, falling:
SMILES	mcGAS inh	NPYLR7 ag	hcGAS lum
CCOc1cccc(-c2cc(C(=O)N3CCN(Cc4ccccc4)CC3)c3ccccc3n2)c1	2	1	-1
Cc1nc(CN(C)Cc2c(-c3ccccc3)nc3ccccn23)no1	nt	4	-7
O=C(CNCC1(c2ccc(F)cc2)CCOC1)Nc1cnccn1 (centres undefined)	nt	13	-8
COc1cc(C)c(CNC2CCCC2(C)CO)cc1OC (centres undefined)	nt	1	5
Cc1cc(C(=O)NN=C2CC(=O)CC(C)(C)C2)c(C)o1	nt	-5	-8
CCONC(=O)C1CCCOC1c1ccccc1 (centres undefined)	nt	3	-18

Continued:
SMILES	mcGAS inh	NPYLR7 ag	hcGAS lum
COc1ccc(C(CC(=O)NCc2ccc3c(c2)OCO3)c2cn(C)c3ccccc23)cc1OC (centres undefined)	-5	-3	-1
O=C(C1CC1)N1CCN(Cc2nc(-c3cccs3)cs2)CC1	-16	-10	-14
CCOC(=O)CCC(=O)NCc1cccc(-c2ncc(-c3cc(OC)ccc3OC)[nH]2)c1	-2	0	4
O=C(/C=C/c1ccc(F)cc1)N1CCC(n2c(-c3ccccc3)nc3ccc(F)cc32)CC1	-2	19	-5
COc1cc(S(=O)(=O)N2CC(C)c3ccccc32)cc(C(=O)O)c1OC (centres undefined)	-14	-2	-9
Cc1ccc(C)c(S(=O)(=O)NC(CN2CCCC2=O)c2ccccc2)c1 (centres undefined)	nt	8	-11
Cc1cc(CNC(=O)NCCN(C)C(=O)OC(C)(C)C)no1	nt	11	-6
COc1cccc2c(C)c(C(=O)N3CCN(C(C)(C)C(N)=O)CC3)oc12	nt	3	24
N#Cc1nc2c(C#N)c3ccc4ccccc4n3c2nc1C#N	-7	5	-4
O=C(O)[C@@H]1CCCN1C(=O)c1ccc(CSc2ncccn2)o1	nt	21	-11

One compound at a time (already shown):
`N#Cc1nc2c(C#N)c3ccc4ccccc4n3c2nc1C#N` across the screens: mcGAS inh = -7; NPYLR7 ag = 5; hcGAS lum = -4
`Cc1cc(CNC(=O)NCCN(C)C(=O)OC(C)(C)C)no1` across the screens: mcGAS inh = nt; NPYLR7 ag = 11; hcGAS lum = -6
`O=C(C1CC1)N1CCN(Cc2nc(-c3cccs3)cs2)CC1` across the screens: mcGAS inh = -16; NPYLR7 ag = -10; hcGAS lum = -14
